# High-throughput results deposited in PubChem by National Center for Advancing Translational Sciences (NCATS).
# MLL CXXC-DNA inh – blocks binding of human MLL CXXC domain to DNA. MLL-CXXC / FITC-HOXA9 DNA fluorescence polarization. actives 0.037% (n = 290,000). Q03164. Potency, µM (highest dose often 115 µM), without a hit: at the top dose activity change, negative = inhibition, most hits filed as inhibitors; active = well fitted inhibition curve with a large enough effect in the polarisation, with a control signal flat, not every such curve was filed as active; inconclusive = small, poorly fitted or top-dose-only effect, or effect the other way, or a change in a side signal; inactive = no such curve, though single readings can be large or run the other way; the % refers to the polarisation; note: potency is the fitted concentration of half-maximal effect
#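 Fluorescence polarization: 7 uM MLL-CXXC (stock) preincubated 5 min with compounds, then 50 nM fluorescein-HOX-A9 DNA (stock) added; 30 min ambient. Buffer 50 mM Tris-HCl pH 7.5, 50 mM NaCl, 1 mM DTT, 0.05% BSA.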
# KCNH2 3.1 inh – inhibitors of human KCNH2 3.1 potassium channel isoform; U2OS KCNH2 3.1, thallium flux FluxOr; active compounds read low; activity change, % (tested at about 1.8 µM); actives 0.95% (n = 340,000); AID 720553;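 active = maximum activity change below -70%; inconclusive = maximum activity change from -70% to -50%; inactive = maximum activity change above -50%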;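 note: thallium influx rate constant from kinetic fluorescence after stimulation buffer; % is set by controls: 0 for no effect and ±100 for the full control effect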
#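 Thallium flux read-out: FluxOr dye with Red40 quencher in HBSS/HEPES, 45 min at RT. Rate constants from kinetic reads were normalized to positive and negative DMSO controls. Cells: U2OS virally expressing the 3.1 isoform.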
# PKM2 activator – PKM2 (human) enzyme activation; P14618; purified PKM2, Kinase-Glo ATP luminescence, activation; response scale: 0% is enzyme alone, no compound; Potency, µM (series often up to 57.5 µM), inactives show top-dose activation, usual class: activators; actives 0.34% (n = 260,000); note: potency is the fitted concentration of half-maximal effect; % is set by controls: 0 for no effect and ±100 for the full control effect; nearly all actives have a fitted effect of over 55% in size
#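 Purified hPK-M2 (>95% pure) converted ADP (0.1 mM final) to ATP with 0.5 mM PEP in 50 mM imidazole pH7.2, KCl, MgCl2, Tween 20, BSA; 1 h at room temperature. ATP detected by Kinase-Glo luminescence.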
# FBPA coupling cs – coupling enzyme interference in Giardia aldolase counter-screen; coupling enzyme system counterscreen, AmpLite Red fluorescence; activity change, negative = inhibition, % at 58.2 µM, hits read low; actives 0.67% (n = 290,000); AID 2472; in the data active = activity change below about -30%; note: % is set by controls: 0 for no effect and ±100 for the full control effect
#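 Counterscreen of the coupled detection system alone, without aldolase: glyceraldehyde-3-phosphate coupling enzymes plus AmpLite Red readout. Compounds at 57.5 uM final, 10 min RT preincubation, 20 min RT reaction, fluorescence 525/598 nm.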
# B2AR arrestin – beta2AR (human) beta-arrestin recruitment activity | P07550 | beta-arrestin recruitment to beta2AR, cell-based reporter | Potency, µM (doses to about 46.1 µM), without a hit: top-dose activation, actives largely listed as activators | actives 0.02% (n = 330,000);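 note: potency is the fitted concentration of half-maximal effect; 0% = DMSO controls and full agonism = EC100 isoproterenol or metaproterenol; nearly all actives have a fitted effect of over 65% in size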
# Giardia kill – kills Giardia lamblia; activity change, % at 7.66 µM, hits read low; Giardia lamblia trophozoite viability; actives 0.15% (n = 340,000); in the data active = activity change below about -80%; inconclusive = between about -30% and that limit;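 note: parasites exposed to compound for two days anaerobically before the ATP read; % is set by controls: 0 for no effect and ±100 for the full control effect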
#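 Trophozoites 100 cells/well + cpd; 48 hrs, 37 deg C, anaerobic. ATPLite 1-Step added, 15-30 min RT, luminescence read (ATP-based viability).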
# KCNH2 WT inh – blocks the wildtype human KCNH2 potassium channel; actives 0.37% (n = 340,000); Q12809; U2OS, BacMam KCNH2, thallium flux FluxOr; active compounds read low; AID 720551; activity change, % at 1.84 µM;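 active = maximum activity change below -70%; inconclusive = maximum activity change between -70% and -50%; inactive = maximum activity change above -50%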; note: % is set by controls: 0 for no effect and ±100 for the full control effect
#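 U2OS cells were transduced with wild-type KCNH2 virus (2.03 x 10^8 / mL) for 4 h at room temperature, then cultured overnight at 37 C. Thallium flux was read with FluxOr dye. Rate constants were normalized to DMSO controls.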
# USP2a inh – USP2a (human) protease inhibition. USP2 core, Ub-CHOP2 coupled fluorogenic reporter, 485/531. Potency, µM (titrated, usually from 38.3 µM), without a hit: top-dose activity change, negative = inhibition, usual class: inhibitors. actives 0.01% (n = 330,000). AID 463254;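 note: potency is the fitted concentration of half-maximal effect; plate controls were DMSO wells for no effect and full inhibition by NEM control for full effect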
#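 Cell-free coupled assay: 10nM USP2 core preincubated 30min RT with compound in Tris-HCl pH 8.0/CaCl2/CHAPS buffer, then 25nM Ub-CHOP2 and 25nM reporter substrate; fluorescence (Ex 485/Em 531) read after 60min RT, normalized to NEM inhibition, concentration-response curves fitted.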
# GALK inhibitor – galactokinase (human) inhibition | P51570 | Purified GALK, Kinase-Glo residual ATP luminescence | Potency, µM (doses to about 57.5 µM), inactives show top-dose activity change, negative = inhibition, actives largely listed as inhibitors | actives 0.007% (n = 270,000) | AID 1868; note: potency is the fitted concentration of half-maximal effect; % is set by controls: 0 for no effect and ±100 for the full control effect
#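 Compounds were pin-transferred into ATP buffer (35 uM final), then GALK plus galactose (5 nM, 100 uM final) was added. After 1 h at room temperature, Kinase-Glo Plus was added and luminescence read after 10 min.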
# Menin-MLL TR inh – displaces Texas Red mutant MLL peptide from human menin | O00255 | Menin + Texas Red MLL mutant peptide, fluorescence polarization | Potency, µM (titrated, usually from 61.6 µM), inactives show top-dose FP activity change, negative = inhibition, hits mostly inhibitors | actives 0.23% (n = 270,000); active = well fitted inhibition curve with a large enough effect in the polarisation, with a control signal flat, not every such curve was filed as active; inconclusive = small, poorly fitted or top-dose-only effect, or effect the other way, or a change in a side signal; inactive = no such curve, though single readings can be large or run the other way; the % refers to the polarisation; note: potency is the fitted concentration of half-maximal effect; % of control where 0% means no effect; many of its hits are not listed in these tables
# TRPV1 agonist – agonists of human vanilloid receptor 1 (TRPV1) | activation, % at 8.33 µM | Q8NER1 | actives 0.19% (n = 320,000) | TRPV1-expressing cells, Fluo-8 calcium influx, agonist mode; in the data active = activation above about 80%; inconclusive = between about 30% and that limit; note: 0% is about no effect
#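 TRPV1-expressing cells were cultured overnight at 35.5C and loaded with Fluo-8 calcium dye for 40 to 90 min at room temperature. After a 10 s baseline, compound was added and calcium influx was read kinetically for 3 min (ex 480/em 520 nm).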
# Numbers without * were called inactive; ? = inconclusive; . = not tested or not shown; [ ] = dose if it differs, or a comment. Unless noted, calls come from the whole dose curve; as a rule, active = well fitted curve in the direction sought with a large enough effect; inconclusive = small, poorly fitted or top-dose-only effect, or another doubt; inactive = no such curve, though single readings can be large; an effect the other way counts as inactive or inconclusive. Some of the compounds tested; the hit share may differ from the screen's.
SMILES,MLL CXXC-DNA inh,KCNH2 3.1 inh,PKM2 activator,FBPA coupling cs,B2AR arrestin,Giardia kill,KCNH2 WT inh,USP2a inh,GALK inhibitor,Menin-MLL TR inh,TRPV1 agonist
Cc1cc(C)n(-c2nc(NCCN(C)C)c3c4c(sc3n2)CCCC4)n1,-2%,4,-23%,1,-0.4%,-2,13,-4%,-3%,.,2
CCc1ccc(S(=O)(=O)NCc2csc(-c3cccnc3)n2)s1,-1%,10,12%,-8,-0.2%,-18,10,2%,-2%,-7%,-3
O=C(NCCC(=O)N1CCN(S(=O)(=O)c2ccccc2F)CC1)Nc1ccccc1,.,6,.,.,0.1%,-7,-20,0%,.,.,0
O=C(CN1C(=O)C(=O)N(C2CCCC2)C1=O)NCCc1ccc(Cl)cc1Cl,.,-10,.,.,-1.1%,-26,11,1%,.,.,0
CCOC(=O)CNC(=O)C(CC(C)C)NC(=O)C1CCCCC1 (stereo not given),-21%,13,-18%,10,-0.1%,-2,-7,-4%,-1%,0%,2
O=C(c1sccc1Cl)N1CCN(Cc2ccc3c(c2)OCO3)CC1,-8%,-2,20%,9,0.2%,8,1,-4%,2%,.,.
COC(=O)c1c(NC(=O)CCN2CCOCC2)sc2c1CCCC2,-12%,7,-5%,-2,-0.7%,3,3,-4%,.,?,21
COc1ccc(-c2cc(=O)c3cc(OC)ccc3[nH]2)cc1,6%,4,-23%,-1,0.0%,?,-3,0%,.,2%,1
COc1ccc(S(=O)(=O)N2CCN(C(=O)C3CC3)CC2)cc1,6%,-1,?,-1,0.5%,-19,-5,3%,13%,-23%,0
CCCn1nc(NC(=O)c2cccs2)c2cc3cccc(C)c3nc21,6%,1,-2%,-8,0.0%,-16,2,0%,-5%,.,?
Cc1cc2nc(-c3ccc(SCC(=O)N4CCc5ccccc54)nc3)[nH]c2cc1C,39%[activator],-12,-10%,-1,0.2%,?,0,0%,.,0%,-1
O=C(Cc1cccc2ccccc12)OCn1nnc2ccccc2c1=O,7%,3,?,-2,-0.3%,12,-12,-1%,-1%,3%,14
COc1cccc(CN2CC(C(=O)NCCCc3ccc(C)cc3)CCC2=O)c1 (stereo not given),8%,-86*,4%,6,-0.3%,14,7,-1%,2%,-22%,20
CCOC(=O)c1sc(NC(=O)Nc2ccc(Cl)cc2)cc1C,45%[activator],2,-5%,-1,0.2%,-29,-4,0%,2%,?,?
COc1cc(F)ccc1CN1CCC(C(=O)Nc2ccc(Oc3ccccc3)nc2)CC1,0%,-40,.,.,-0.9%,-3,49,2%,-4%,.,6
CN(CC(=O)Nc1cccc(F)c1)C(=O)Cn1cnc2c1c(=O)n(C)c(=O)n2C,.,-13,.,.,-0.4%,31[activator],-5,-2%,.,.,1
CC(C)(C)C(=O)Nc1ccccc1N1CCN(C(=O)c2ccc(Cl)cc2)CC1,3%,-14,4%,3,0.4%,10,14,2%,5%,-27%,-18
CC1CC(C)CN(CCCNC(=O)CN2C(=O)CSc3ccc(S(=O)(=O)N4CCCCC4)cc32)C1 (stereo not given),-5%,-4,.,-6,-0.3%,-2,8,3%,8%,0%,4
Cc1ccc(CSc2nnc(SCC(=O)N/N=C/C=C/c3ccccc3[N+](=O)[O-])s2)cc1,4%,-8,-2%,-1,-0.3%,-13,2,-1%,0%,0%,-2
Cc1ccc(CNC(=O)Nc2ccccc2)cc1,-4%,9,0%,0,0.1%,-17,4,3%,-4%,?,0

# Fetched one by one from the entries so far:
SMILES,MLL CXXC-DNA inh,KCNH2 3.1 inh,PKM2 activator,FBPA coupling cs,B2AR arrestin,Giardia kill,KCNH2 WT inh,USP2a inh,GALK inhibitor,Menin-MLL TR inh,TRPV1 agonist
O=C(Cc1cccc2ccccc12)OCn1nnc2ccccc2c1=O,7%,3,?,-2,-0.3%,12,-12,-1%,-1%,3%,14
CCCn1nc(NC(=O)c2cccs2)c2cc3cccc(C)c3nc21,6%,1,-2%,-8,0.0%,-16,2,0%,-5%,.,?
CN(CC(=O)Nc1cccc(F)c1)C(=O)Cn1cnc2c1c(=O)n(C)c(=O)n2C,.,-13,.,.,-0.4%,31[activator],-5,-2%,.,.,1
COc1cccc(CN2CC(C(=O)NCCCc3ccc(C)cc3)CCC2=O)c1 (stereo not given),8%,-86*,4%,6,-0.3%,14,7,-1%,2%,-22%,20

# The list goes on:
SMILES,MLL CXXC-DNA inh,KCNH2 3.1 inh,PKM2 activator,FBPA coupling cs,B2AR arrestin,Giardia kill,KCNH2 WT inh,USP2a inh,GALK inhibitor,Menin-MLL TR inh,TRPV1 agonist
O=C(c1ccccn1)N1CCN(S(=O)(=O)c2cccc(Br)c2)CC1,.,6,.,.,0.0%,-5,34,0%,.,.,2
Cc1ccc(-c2nnc(Nc3ccc4c(c3)OCO4)c3ccccc23)cc1S(=O)(=O)NCCO,0%,15,1%,0,-0.4%,14,1,6%,1%,4%,-1
CCOc1ccc2c(C)c(C(=O)O)oc2c1OCC,-3%,-9,-9%,-2,0.3%,-7,-1,1%,1%,23%,-3
O=C(Nc1ccccc1F)c1ccc(-c2cccc([N+](=O)[O-])c2)o1,36%[activator],-4,-2%,.,-0.3%,8,-1,3%,-3%,.,?
COC(=O)c1cc(NC(=O)CSc2nnc(CN3CCOCC3)n2C)ccc1Cl,-1%,12,-3%,0,-0.2%,10,1,1%,0%,0%,2
COC(=O)c1cc2ccsc2n1Cc1cc(=O)n2ccccc2n1,2%,-3,1%,-14,-0.8%,-2,8,-12%,-1%,17%,-4
COc1ccc(OCCCC(=O)N(C)CC(=O)Nc2c(C)cccc2C)cc1,.,-10,.,.,-0.8%,-10,8,1%,.,.,10
CC(C)Sc1nc2c(c(=O)[nH]1)C(c1cccs1)C1=C(CC(C)(C)CC1=O)N2 (stereo not given),-6%,-15,2%,2,-0.5%,-23,0,1%,-4%,-3%,5
Fc1ccc2nc(Nc3nc4c(s3)CCCC4)sc2c1,38%[activator],-24,2%,2,-0.2%,4,-1,3%,2%,?,1
CCn1c(-c2ccccc2O)n[nH]c1=S,-17%,-3,-8%,1,0.1%,-7,-9,0%,0%,10%,-3
CCOC(=O)c1ccc(NC(=O)CSc2nc(SC)ns2)cc1,59%[activator],6,2%,-3,.,-10,-3,.,7%,?,11
COc1ccc(S(=O)(=O)NC(CC(=O)NCCc2ccc(OC)c(OC)c2)c2ccco2)cc1 (stereo not given),17%,45,2%,1,-0.2%,-19,-11,1%,0%,-17%,-1
COc1ccc(Br)cc1C(=O)Nc1cccc(C)c1,23%,-9,-2%,-1,0.4%,-20,-8,4%,0%,7%,0
O=C(CNC(=O)c1ccccc1C(F)(F)F)N/N=C/c1cccs1,5%,-12,.,-4,-0.1%,20,9,4%,-1%,0%,-1
CN(CCNC(=O)c1ccc(CS(=O)(=O)c2c(Cl)cccc2Cl)o1)CCc1ccccc1,-5%,?,.,1,-0.7%,3,33,1%,4%,-17%,7
Cc1ccc(S(=O)(=O)N2CCCCC2)cc1NC(=O)CCCOc1ccccc1,.,-34,.,.,0.0%,-12,-4,1%,.,.,25
COc1ccc(-c2nnc(SC3CCOC3=O)n2C2CCCCC2)cc1OC (stereo not given),12%,-7,0%,4,-0.1%,-4,22,3%,2%,-11%,1
CC(C)CCNC(=O)C1CCC(CNS(=O)(=O)c2cccc3nsnc23)CC1 (stereo not given),-3%,-5,.,.,0.6%,3,0,2%,1%,.,-2
CC1(C)CC(=O)C(C=NCCN2CCN(C(=O)c3ccc(F)cc3)CC2)=C(O)C1,-11%,4,-1%,0,-0.2%,0,-6,2%,-4%,-10%,0
O=C(NCCNC(=O)c1ccccc1Br)c1ccccc1Br,2%,-114*,2%,1,0.2%,32[activator],-6,-1%,0%,-16%,6
CN1C(=O)/C(=C\c2ccc(OC(=O)c3ccco3)cc2)SC1=S,63%[activator],-9,-11%,0,0.3%,-1,8,1%,16%,-21%,-1
COc1ccc(NC(=O)C2CCCN2C(=O)NCc2ccccc2)c(OC)c1 (stereo not given),-14%,-7,2%,-2,-0.3%,5,-12,2%,1%,0%,3
COc1ccc(N2CCN(C(=O)CNC(=O)c3cccs3)CC2)cc1,-11%,1,0%,0,0.4%,-23,55,5%,-3%,20%,3
